Source: PubChem (National Center for Advancing Translational Sciences (NCATS))
DRD3 antagonist – qHTS of D3 Dopamine Receptor Antagonist: qHTS. D3R cells, DiscoveRx beta-arrestin luminescence, antagonist mode; active compounds read low. 360,000 compounds, 2.5% hits. D(3) dopamine receptor (Homo sapiens), P35462. max response, negative = inhibition, %; in the data active = max response below about -50%; inconclusive = no clear call, values can overlap the other calls; note: % is set by controls: 0 for no effect and ±100 for the full control effect; mostly tested at two doses, the higher about 12 µM
Target sequence (P35462 whole entry, looked up): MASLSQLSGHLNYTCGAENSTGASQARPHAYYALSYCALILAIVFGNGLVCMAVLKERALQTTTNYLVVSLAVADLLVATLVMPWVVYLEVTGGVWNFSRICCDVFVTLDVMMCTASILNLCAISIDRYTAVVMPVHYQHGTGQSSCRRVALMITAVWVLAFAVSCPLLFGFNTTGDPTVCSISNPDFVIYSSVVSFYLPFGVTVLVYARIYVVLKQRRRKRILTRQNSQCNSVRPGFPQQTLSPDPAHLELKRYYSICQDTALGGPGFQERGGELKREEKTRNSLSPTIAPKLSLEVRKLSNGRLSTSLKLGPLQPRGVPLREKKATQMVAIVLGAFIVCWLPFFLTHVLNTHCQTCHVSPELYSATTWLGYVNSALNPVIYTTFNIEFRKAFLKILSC
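Cells plated overnight at 1500 cells/well, then exposed to library compounds with dopamine controls for 90 minutes at 37 degrees C. DiscoveRx reagent added for 30–60 minutes at room temperature; luminescence read, quantitative HTS format.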
aSyn rescue – qHTS of alpha-syn Inhibitors; Yeast expressing alpha-synuclein, growth rescue, BacTiter-Glo, 24 h; Potency, µM (doses to about 46.1 µM), without a hit: at the highest dose growth rescue (activation), usual class: activators; 370,000 compounds, 0.14% hits; AID 652106, 2013; note: potency is the fitted concentration of half-maximal effect; % of control where 0% means no effect; nearly all actives have a fitted effect of over 65% in size
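Readout is rescue of growth in alpha-synuclein-expressing yeast, so inhibitors of toxicity appear as activators. Growth after 24 hr at 30 deg C in galactose medium is quantified by luminescence.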
EPAC2 agonist – qHTS for Agonist of cAMP-regulated guanine nucleotide exchange factor 4 (EPAC2): primary screen; Rap guanine nucleotide exchange factor 4 (Homo sapiens), Q8WZA2; EPAC2 activation, biochemical qHTS; response scale: 100% = 6.5 mM cAMP response; Potency, µM (highest dose often 154 µM), for inactives: at the highest dose activation, most hits filed as activators; 360,000 compounds, 0.079% hits; note: potency is the fitted concentration of half-maximal effect; nearly all actives have a fitted effect of over 50% in size
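Exchange assay: 100 nM EPAC2 with 250 nM Rap1B-BODIPY-GDP and 50 uM GDP. Fluorescence (ex 480/em 540 nm) read every 5 min for 30 min at room temperature. Data normalized to 6.5 mM cAMP as agonist control.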
D3 ag – qHTS of D3 Dopamine Receptor Agonist: qHTS | D(3) dopamine receptor (Homo sapiens), P35462 | D3R DiscoveRx beta-arrestin cells, luminescence, 90 min | max activation, % | 410,000 compounds, 0.58% hits; in the data active = max activation above about 30%; note: 0% is about no effect; mostly tested at two doses, the higher about 12 µM
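Agonist mode: compounds and dopamine controls were applied to plated cells for 90 min at 37 degrees C after an overnight attachment at 1500 cells/well. Luminescent read-out followed 30 - 60 minutes at room temperature with DiscoveRx detection reagent.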
Abeta rescue – qHTS for compounds that reverse cellular toxicity of Amyloid beta (A-beta) peptide in yeast: Primary Screen | yeast expressing A-beta42, growth rescue, OD600, 48 h; response scale: 0% DMSO, 100% iron-clioquinol control | Potency, µM (titrated, usually from 46.1 µM), for inactives: top-dose growth rescue, actives largely listed as activators | 410,000 compounds, 0.063% hits | AID 1347071, 2019; note: potency is the fitted concentration of half-maximal effect; nearly all actives have a fitted effect of over 55% in size
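Yeast growth medium received pinned compounds, then yeast cells expressing toxic A-beta were added; plates incubated at 30 C for 48 hr. Growth read as absorbance at 600 nm, normalized to DMSO and equimolar FeCl3 plus clioquinol controls.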
EPAC2 antag – qHTS for Antagonist of cAMP-regulated guanine nucleotide exchange factor 2 (EPAC2): primary screen. Rap guanine nucleotide exchange factor 4 (Homo sapiens), Q8WZA2. EPAC2 GEF exchange of Rap1B-BODIPY-GDP, fluorescence. Potency, µM (doses to about 114 µM), for the others: at the highest dose activity, negative = inhibition, usual class: inhibitors. 360,000 compounds, 0.18% hits. AID 720708, 2013; note: potency is the fitted concentration of half-maximal effect; % is set by controls: 0 for no effect and ±100 for the full control effect; nearly all actives have a fitted effect of over 45% in size; many of its hits are not listed in these tables
FUS suppressor – qHTS for Suppressors of FUS Proteinopathy: Primary screen using FUS-linked yeast assay; 390,000 compounds, 0.24% hits; AID 1347120, 2019; Potency, µM (series often up to 76.6 µM), inactives show at the highest dose growth rescue (activation), most hits filed as activators; S. cerevisiae FUS-expressing, growth rescue, OD600, 24 h;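 note: potency is the fitted concentration of half-maximal effect; plate controls were DMSO vehicle for no effect and reference control for full effect; nearly all actives have a fitted effect of over 55% in size; some results filed as inactive show a strong effect at the top dose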
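Steps: raffinose overnight preculture; dilution to OD 0.005 in 2% galactose minimal medium; compound addition (concentration series); 24hr at 30C, 99% humidity; absorbance read at 600 nm.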
TDP43 rescue – qHTS of TDP-43 Inhibitors; TDP-43 expressing yeast growth rescue, BacTiter-Glo, 24 h; Potency, µM (highest dose often 46.1 µM), for the others: top-dose growth rescue (activation), most hits filed as activators; 410,000 compounds, 1.8% hits; AID 652104, 2013; note: potency is the fitted concentration of half-maximal effect; % of control where 0% means no effect; nearly all actives have a fitted effect of over 50% in size
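Cell-based yeast growth screen: TDP-43 expression induced in galactose, inoculum OD600=0.02 after raffinose pregrowth to mid-log. Read-out BacTiter-Glo luminescence at 24 hr, 30 deg C; inhibition of toxicity seen as signal increase.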
* hit, by the source's call; & = joins results of further samples; [ ] = remark or other dose. Unless noted, calls come from the whole dose curve; as a rule, active = well fitted curve in the direction sought with a large enough effect; inconclusive = small, poorly fitted or top-dose-only effect, or another doubt; inactive = no such curve, though single readings can be large; an effect the other way counts as inactive or inconclusive. An excerpt; the hit share may differ from the screen's.

What do the screens show for `COc1ccccc1/C=N/NC(=O)Cn1cnc([N+](=O)[O-])n1`?
DRD3 antagonist: 12; aSyn rescue: 2%; EPAC2 agonist: 1%; D3 ag: 4; Abeta rescue: -1%; EPAC2 antag: 6%; FUS suppressor: -2%; TDP43 rescue: 11%

How did Oc1ccccc1-c1nnc(COc2ccc(Cl)cc2Cl)o1 do in these assays?
DRD3 antagonist: inconclusive; aSyn rescue: 10%; EPAC2 agonist: 6%; D3 ag: -13; Abeta rescue: 10%; EPAC2 antag: 0%; FUS suppressor: -11%; TDP43 rescue: 5%

Results for CSCCC(NS(=O)(=O)c1ccccc1F)C(=O)NCc1cccnc1 (stereo unspecified) ?
DRD3 antagonist: 1; aSyn rescue: 2%; EPAC2 agonist: 7%; D3 ag: 3; Abeta rescue: -10%; EPAC2 antag: 4%; FUS suppressor: -6%; TDP43 rescue: 2%

What do the screens show for `C/C(COc1ccccc1)=N\NC(=O)c1nnn(-c2nonc2N)c1CSc1ccccc1`?
DRD3 antagonist: 9; aSyn rescue: 4%; EPAC2 agonist: -1%; D3 ag: 1; Abeta rescue: -1%; EPAC2 antag: 2%; FUS suppressor: -18%; TDP43 rescue: 12%

How did COc1ccc(S(=O)(=O)N2CCCCCC2)cc1NC(=O)Cc1n[nH]c(=O)c2ccccc12 do in these assays?
DRD3 antagonist: -1; aSyn rescue: -1%; EPAC2 agonist: -3%; D3 ag: 6; Abeta rescue: 3%; EPAC2 antag: -5%; FUS suppressor: 28%; TDP43 rescue: -5%

What do the screens show for `CC(C)(C)C(=O)N=C1SC2CS(=O)(=O)CC2N1c1ccc2c(c1)OCO2` (stereo unspecified)?
DRD3 antagonist: 13; aSyn rescue: 0%; EPAC2 agonist: -2%; D3 ag: 19; Abeta rescue: 2%; EPAC2 antag: 8%; FUS suppressor: 26%; TDP43 rescue: 20%

What do the screens show for `C/C(=N\NC(=O)c1n[nH]c2c1CCC2)c1ccco1`?
DRD3 antagonist: -4; aSyn rescue: -12%; EPAC2 agonist: 7%; D3 ag: 12; Abeta rescue: -5%; EPAC2 antag: 2%; FUS suppressor: 3%; TDP43 rescue: 12%

How did COc1ccc(-c2oc3ncnc(NCCCN4CCOCC4)c3c2-c2ccc(OC)cc2)cc1 do in these assays?
DRD3 antagonist: -94*; aSyn rescue: 7%; EPAC2 agonist: -4%; D3 ag: -5; Abeta rescue: 11%; EPAC2 antag: -2%; FUS suppressor: 38%; TDP43 rescue: 24%

What do the screens show for `CC1(c2ccc3ccccc3c2)NC(=O)N(CC(=O)N2CCN(Cc3ccccc3)CC2)C1=O` (stereo unspecified)?
DRD3 antagonist: 0; aSyn rescue: 0%; EPAC2 agonist: 7%; D3 ag: -18; Abeta rescue: -10%; EPAC2 antag: inconclusive; FUS suppressor: -13%; TDP43 rescue: 6%

Results for O=c1[nH]c(C2CCN(S(=O)(=O)c3ccccc3)CC2)nc2c1nnn2Cc1ccccc1 ?
DRD3 antagonist: 3; aSyn rescue: 1%; EPAC2 agonist: -5%; D3 ag: 4; Abeta rescue: -8%; EPAC2 antag: -9%; FUS suppressor: 31%; TDP43 rescue: -17%[9.22 µM]

Results for COc1cccc(CNC(=O)c2ccc3c(Cl)c4c(nc3c2)CCCC4)c1 ?
D3 ag: -9; Abeta rescue: -24%; FUS suppressor: 36%; TDP43 rescue: 16µM*

How did COc1cc(NC(=O)Nc2nnc([C@H]3C[C@H](O)[C@@H](CO)O3)s2)cc(OC)c1 do in these assays?
DRD3 antagonist: 15; aSyn rescue: -4%; EPAC2 agonist: 7%; D3 ag: 7; Abeta rescue: 4%; EPAC2 antag: 8%; FUS suppressor: -8%; TDP43 rescue: 23%

Results for COCCn1cnc2c1c(=O)n(Cc1ccc(C#N)cc1)c(=O)n2Cc1ccccc1 ?
DRD3 antagonist: -7; aSyn rescue: 0%; EPAC2 agonist: 1%; D3 ag: -1; Abeta rescue: -12%; EPAC2 antag: -7%; FUS suppressor: 4%; TDP43 rescue: -12%

What do the screens show for `N#C/C(=C(/O)c1ccco1)c1nc2ccccc2s1`?
DRD3 antagonist: inconclusive; aSyn rescue: -47%&-38%[inhibitor]; EPAC2 agonist: 3%&8%; D3 ag: 5&1; Abeta rescue: -22%&-21%; EPAC2 antag: -9%&0%; FUS suppressor: -18%&15%; TDP43 rescue: 3%&-31%

What do the screens show for `Cn1cccc1/C=C1\SC(=S)N(NC(=O)c2ccccc2Cl)C1=O`?
DRD3 antagonist: inconclusive; aSyn rescue: -1%; EPAC2 agonist: -147%[inhibitor]; D3 ag: 3; Abeta rescue: -10%; EPAC2 antag: 41%[activator]; FUS suppressor: 22%; TDP43 rescue: 5%

Results for C#CCOCCOCCOCCNc1nc(N2CCN(C(=O)Cn3cc(CCCN=C(N)N)nn3)CC2)nc(N2CCN(C(=O)[C@H](C(C)C)n3cc(CCO)nn3)CC2)n1 ?
DRD3 antagonist: 20; aSyn rescue: 8%; EPAC2 agonist: 5%; D3 ag: -1; Abeta rescue: -5%; EPAC2 antag: 9%; FUS suppressor: -17%; TDP43 rescue: inconclusive

What do the screens show for `Cc1cc(C)nc(N/N=C/c2ccccc2OCc2cccc(Br)c2)n1`?
DRD3 antagonist: 89; aSyn rescue: 4%; EPAC2 agonist: 0%; D3 ag: 10; Abeta rescue: 0%; EPAC2 antag: -12%; FUS suppressor: 19%; TDP43 rescue: -32%[inhibitor]

Results for Cc1ccccc1Nc1nn2c(=O)c3ccccc3nc2s1 ?
DRD3 antagonist: -26; aSyn rescue: -9%; EPAC2 agonist: -5%; D3 ag: 8; Abeta rescue: 27%; EPAC2 antag: 8%; FUS suppressor: 26%; TDP43 rescue: 4%

Results for COC(=O)c1ccccc1NC(=O)CN1CCOCC1 ?
DRD3 antagonist: 7; aSyn rescue: 5%; EPAC2 agonist: 1%; D3 ag: 1; Abeta rescue: -5%; EPAC2 antag: 1%; FUS suppressor: 13%; TDP43 rescue: 18%

Results for C=CCOn1c(=O)c(-c2ccc(F)cc2)[n+]([O-])c2ccccc21 ?
DRD3 antagonist: 16; aSyn rescue: 3%; EPAC2 agonist: 6%; D3 ag: 6; Abeta rescue: -4%; EPAC2 antag: 15%; FUS suppressor: -28%; TDP43 rescue: -5%

What do the screens show for `COc1ccc(C2=CCN3CCCCC3C2)c(-c2ccc(OC)c(OC)c2)c1` (stereo unspecified)?
DRD3 antagonist: 2; aSyn rescue: 2%; EPAC2 agonist: -13%; D3 ag: 1; Abeta rescue: 1%; EPAC2 antag: -21%; FUS suppressor: 29%; TDP43 rescue: 7%

What do the screens show for `CCn1c(SCc2ccccc2)nc2cc(OC)c(OC)cc2c1=O`?
DRD3 antagonist: 16; aSyn rescue: -2%; EPAC2 agonist: 2%; D3 ag: -2; Abeta rescue: -26%; EPAC2 antag: -26%; FUS suppressor: inconclusive; TDP43 rescue: 8%

Results for Cn1c(Oc2ccc3c(c2)OCO3)nc2c1c(=O)n(Cc1ccccc1)c(=O)n2C ?
DRD3 antagonist: 46; aSyn rescue: 1%; EPAC2 agonist: -6%; D3 ag: 10; Abeta rescue: 12%; EPAC2 antag: -8%; FUS suppressor: -20%; TDP43 rescue: 6%

How did CC(=O)Nc1ccc(S(=O)(=O)NCCC(=O)OCc2nc(N)nc(Nc3ccccc3C)n2)cc1 do in these assays?
DRD3 antagonist: 6; aSyn rescue: 5%; EPAC2 agonist: 5%; D3 ag: 9; Abeta rescue: -7%; EPAC2 antag: 0%; FUS suppressor: 20%; TDP43 rescue: -4%

What do the screens show for `CN(Cc1ccccc1)C(=O)c1ccccc1-c1ccccc1`?
DRD3 antagonist: -2; aSyn rescue: 10%; EPAC2 agonist: 15%; D3 ag: -1; Abeta rescue: 2%; EPAC2 antag: -25%; FUS suppressor: 12%; TDP43 rescue: inconclusive

How did CCN(c1ccccc1)c1cc(C)nc2ncnn12 do in these assays?
DRD3 antagonist: 10; aSyn rescue: -4%; EPAC2 agonist: 5%; D3 ag: 1; Abeta rescue: 2%; EPAC2 antag: -14%; FUS suppressor: 5%; TDP43 rescue: 10%

What do the screens show for `O=C1c2ccccc2S(=O)(=O)c2cc(N3CCOCC3)ccc21`?
DRD3 antagonist: -2; aSyn rescue: -9%; EPAC2 agonist: 21%; D3 ag: -2; Abeta rescue: -1%; EPAC2 antag: 4%; FUS suppressor: -19%; TDP43 rescue: -1%

What do the screens show for `O=S1(=O)CC(N2CCCC2)CN1Cc1ccccc1` (stereo unspecified)?
DRD3 antagonist: -6; aSyn rescue: -2%; EPAC2 agonist: 12%; D3 ag: -8; Abeta rescue: -20%; EPAC2 antag: 1%; FUS suppressor: -22%; TDP43 rescue: 8%

What do the screens show for `O=C(O)c1ccc(CSCc2ccccc2Cl)o1`?
DRD3 antagonist: -1; aSyn rescue: -1%; EPAC2 agonist: 0%; D3 ag: 3; Abeta rescue: -4%; EPAC2 antag: 2%; FUS suppressor: -16%; TDP43 rescue: 7%

How did COC(=O)c1ccccc1NC(NC(=O)c1ccco1)C(=O)c1ccccc1 (stereo unspecified) do in these assays?
DRD3 antagonist: 23; aSyn rescue: -2%; EPAC2 agonist: 10%; D3 ag: 16; Abeta rescue: 2%; EPAC2 antag: -2%; FUS suppressor: 14%; TDP43 rescue: -1%

2 compounds picked at random from the list so far, as already listed:
How did CC(=O)Nc1ccc(S(=O)(=O)NCCC(=O)OCc2nc(N)nc(Nc3ccccc3C)n2)cc1 do in these assays?
DRD3 antagonist: 6; aSyn rescue: 5%; EPAC2 agonist: 5%; D3 ag: 9; Abeta rescue: -7%; EPAC2 antag: 0%; FUS suppressor: 20%; TDP43 rescue: -4%

How did COC(=O)c1ccccc1NC(NC(=O)c1ccco1)C(=O)c1ccccc1 (stereo unspecified) do in these assays?
DRD3 antagonist: 23; aSyn rescue: -2%; EPAC2 agonist: 10%; D3 ag: 16; Abeta rescue: 2%; EPAC2 antag: -2%; FUS suppressor: 14%; TDP43 rescue: -1%
